Screening results from PubChem BioAssay.
FLuc inh counter: Photinus pyralis luciferase inhibition counter-screen; 1.5% of 200,000 active; AID 1006; P08659; ATPLite firefly luciferase biochemical luminescence, 10 min; inhibition, % at 10 µM;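 active = inhibition above about 50% when tested at 10 µM, limit read from the data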
APP 5'UTR act: activates APP 5'UTR luciferase reporter | 1% of 190,000 active | SH-SY5Y APP 5'UTR luciferase reporter, luminescence; zero percent = DMSO vehicle wells | AID 1276 | activation, % at 2 µM;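 active = activation above a set limit, based on mean plus 3 SD of controls, cut at about 140% in these data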; note: values of inactives mirror those of a sister screen read the other way
Diaphorase inh: diaphorase inhibition or chemical oxidation counter-screen; AID 1217; diaphorase resazurin-to-resorufin fluorescence, NADH, 16 min; bacterial (C. kluyveri) enzyme, not human; 0.69% of 190,000 active; inhibition, % at 20 µM;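 active = primary screen inhibition at 20 µM above a set limit, cut at about 50% in these data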;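 note: plate controls were DMSO with full reaction for no effect and wells lacking NADH for full effect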
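Test system: bacterial diaphorase enzyme (C. kluyveri); Quantity: 0.14 U/mL diaphorase, enzyme working solution; Times: reaction incubation of 16 min at room temperature; Measured by: fluorescence of resorufin formed from resazurin, Ex 544/Em 590 nm; Benchmarks: positive control minus NADH, DMSO neutral control.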
STAT1 activator: activators of IFN-gamma induced STAT1 signaling; NIH 3T3 STAT1-luciferase reporter, luminescence; 100% = IFN-gamma alone, no compound; activation (% of control), % at 5.5 µM; 2.6% of 200,000 active; AID 932;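 active = activation above the screen-wide mean activation plus 3 SD, cut at about 130% in these data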;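 note: raw ratio to IFN-gamma control signal so 100% means no change and 0% no light; values of inactives mirror those of a sister screen read the other way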
G6PDH CS: counter-screen for G6PDH assay hits: L. mesenteroides G6PDH inhibition | Purified L. mesenteroides G6PDH, diaphorase/resazurin coupled fluorescence, 45 min | inhibition, % at 5 µM | 0.12% of 200,000 active | AID 1020; in the data active = inhibition above about 50%
TLR4-MyD88 BLA: TLR4-MyD88 interaction inhibition in cells | O00206+Q99836 | HeLa CL3-4 TLR4/MyD88 BLA complementation, FRET ratio | AID 861 | 0.18% of 200,000 active | inhibition, % at 8.4 µM; in the data active = inhibition above about 25%;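 note: 0% = vehicle and 100% = reference inhibitor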
Target sequence (O00206 whole entry, looked up): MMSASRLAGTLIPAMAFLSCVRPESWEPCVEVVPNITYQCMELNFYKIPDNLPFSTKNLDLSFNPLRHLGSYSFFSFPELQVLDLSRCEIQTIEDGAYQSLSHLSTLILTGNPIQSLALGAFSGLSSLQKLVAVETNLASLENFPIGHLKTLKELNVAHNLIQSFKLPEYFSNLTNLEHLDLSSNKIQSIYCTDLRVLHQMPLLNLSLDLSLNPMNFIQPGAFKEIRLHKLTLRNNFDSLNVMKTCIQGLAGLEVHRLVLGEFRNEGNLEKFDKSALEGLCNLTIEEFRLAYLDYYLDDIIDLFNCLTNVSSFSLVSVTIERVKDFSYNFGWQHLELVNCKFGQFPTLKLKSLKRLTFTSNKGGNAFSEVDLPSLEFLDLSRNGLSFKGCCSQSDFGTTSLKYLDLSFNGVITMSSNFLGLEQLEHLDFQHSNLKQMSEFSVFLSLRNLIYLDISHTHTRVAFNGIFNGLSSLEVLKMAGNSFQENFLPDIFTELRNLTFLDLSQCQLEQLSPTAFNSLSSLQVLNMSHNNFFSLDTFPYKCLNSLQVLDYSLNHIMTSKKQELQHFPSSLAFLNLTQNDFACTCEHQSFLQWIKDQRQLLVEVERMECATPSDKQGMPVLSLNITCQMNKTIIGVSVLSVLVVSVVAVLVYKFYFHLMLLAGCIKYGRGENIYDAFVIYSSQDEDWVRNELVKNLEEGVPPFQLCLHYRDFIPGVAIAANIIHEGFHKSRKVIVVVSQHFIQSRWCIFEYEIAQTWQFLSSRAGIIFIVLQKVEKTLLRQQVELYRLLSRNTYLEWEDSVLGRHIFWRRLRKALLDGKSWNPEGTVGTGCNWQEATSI
Target sequence (Q99836 whole entry, looked up): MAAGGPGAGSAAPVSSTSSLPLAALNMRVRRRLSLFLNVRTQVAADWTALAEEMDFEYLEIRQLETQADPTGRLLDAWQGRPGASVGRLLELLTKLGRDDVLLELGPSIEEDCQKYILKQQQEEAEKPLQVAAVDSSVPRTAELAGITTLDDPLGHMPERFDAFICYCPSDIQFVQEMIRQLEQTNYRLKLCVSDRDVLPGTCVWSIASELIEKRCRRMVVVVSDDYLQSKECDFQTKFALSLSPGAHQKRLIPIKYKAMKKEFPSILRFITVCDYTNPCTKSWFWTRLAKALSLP
NF-kB expr up: NF-kB expression increase, human neuronal cells. fold change at 12.5 µM. 1.6% of 190,000 active. NF-kB reporter expression; active compounds read high; in the data active = fold change above about 3.3
APP 5UTR inh: APP translation inhibition. 0.82% of 190,000 active. inhibition, % at 2 µM. SH-SY5Y APP 5'UTR-luciferase reporter, luminescence. AID 1285;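 active = inhibition above a set limit, derived from the sample mean plus 3 SD, cut at about 45% in these data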; note: values of inactives mirror those of a sister screen read the other way
FLuc act counter: affects firefly luciferase, flagging false hits in luciferase stimulation screens; activation factor at 10 µM; ATPlite luciferase biochemical, luminescence, 10 min; 0 = ATP-free wells, 1 = DMSO control; 200,000 tested, under 10 active;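 active = luciferase activation factor, scaled between plate controls, of at least 2 with compound at 10 µM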
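System: cell-free luciferase reagent; medium: PBS as buffer for the ATP substrate; doses: test compounds dosed from 2 mM stocks in 100% DMSO; incubation: 10 min, room temperature; measured by: luminescence from luciferase reaction; read-out: luciferase activation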
Diaph act CS: diaphorase activation or chemical reduction counter-screen; activation factor at 20 µM; Diaphorase/resazurin coupled assay, resorufin fluorescence, 16 min; active compounds read high; 1 = vehicle wells, 0 = NADH-free wells; 0.005% of 190,000 active; AID 1229;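 active = diaphorase activity raised at least twofold by the compound at 20 µM; inactive = activation factor below 2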
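test system = bacterial diaphorase enzyme (C. kluyveri) | quantity = enzyme 0.07 U/mL final | reagent = NADH substrate 0.114 mM plus resazurin dye 0.1 mM, final | incubation = 16 min enzyme reaction, ambient temperature | buffer or medium = HEPES pH 7.4 buffer with MgCl2 and Tween 20 | signal = fluorescence of resorufin, 544 nm excitation, 590 nm emission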
An asterisk follows results filed as active; x = no result given.

Every second line gives: FLuc inh counter	APP 5'UTR act	Diaphorase inh	STAT1 activator	G6PDH CS	TLR4-MyD88 BLA	NF-kB expr up	APP 5UTR inh	FLuc act counter	Diaph act CS
COc1nc(N(CC(N)=O)S(=O)(=O)c2ccccc2)nc(C)c1Cl
→ -1	8	8	94	10	10	1.2	-8	1	0.9
COc1ccc(OC)c(CNC(=O)C2CCCN(C(=O)N(C)C)C2)c1 (centres undefined)
→ 1	3	3	95	1	4	0.84	-3	1	1
CN(CCCC1CCCC1)C(=O)CCc1nnc(-c2ccccc2)o1
→ 7	90	-10	148*	-2	-2	3.3	-90	0.9	1.1
OC1=C(O)c2nc3ccccc3nc21
→ -6	0	17	98	1	-9	1.2	0	1.1	0.8
Cc1cccc(OC(C)C(=O)N2CCCc3ccccc32)c1 (centres undefined)
→ -6	-29	16	101	9	11	1.1	29	1.1	0.8
Cc1c(NC(=O)C(C)Oc2ncnc3ccccc23)c(=O)n(-c2ccccc2)n1C (centres undefined)
→ -8	-6	6	96	21	-8	1.3	6	1.1	0.9
Cc1onc(-c2c(Cl)cccc2Cl)c1C(=O)N1CCN(c2ccccc2)CC1
→ -5	11	19	84	8	3	1.1	-11	1	0.8
Cn1nnnc1SCC(=O)N1CCN(c2ccccc2)CC1
→ -6	11	5	97	-12	2	1.7	-11	1.1	0.9
N#C/C(=C(/O)c1ccc([N+](=O)[O-])cc1)c1nnc2n1CCCCC2
→ -1	5	-2	99	10	-14	1	-5	1	1
COc1cc(NC(=O)CSc2nc3cc(C)ccc3cc2C)c(C(=O)O)cc1OC
→ 1	5	6	96	17	-19	0.89	-4	1	0.9
CC(CNC(=O)c1ccc(N)cc1)NC(=O)c1ccc(N)cc1 (centres undefined)
→ -5	4	8	108	5	9	1.5	-4	1.1	0.9
O=C(C1CCN(C2CCN(Cc3ccc4cc(F)ccc4n3)CC2)CC1)N1CCCC1
→ -10	-17	4	98	6	5	x	17	1.1	1
O=C(CSCCO)Nc1ccc([N+](=O)[O-])cc1
→ -8	-6	1	92	6	-2	1.2	6	1.1	1
S=C(NCCc1ccccc1)N1CCc2ccccc2C1
→ 2	44	-9	113	8	-12	1.6	-44	1	1.1
O=C(CSc1ccc(-c2ccco2)nn1)c1ccccc1
→ 8	47	12	102	-5	0	1.5	-47	0.9	0.9
CCS(=O)(=O)N1CCN(C(=O)c2ccc(-c3ccccc3)cc2)CC1
→ 2	-6	5	108	2	-3	0.79	6	1	0.9
Cc1c(NC(=O)C(C)N2C(=O)c3ccccc3C2=O)c(=O)n(-c2ccccc2)n1C (centres undefined)
→ -6	1	6	104	7	4	0.98	-1	1.1	0.9
O=C(N/N=C/c1sc(N2CCOCC2)nc1-c1ccccc1)c1ccc(O)cc1
→ 1	4	21	95	13	-5	0.52	-4	1	0.8
COC(=O)c1ccc(CSc2nnc(C)n2N)o1
→ -1	4	0	103	7	-12	1.3	-4	1	1
COc1cc2c(cc1OC)C(C)N(Cc1ccc3c(c1)OCO3)CC2 (centres undefined)
→ -2	3	16	98	3	-3	0.92	-3	1	0.8
Cc1ccc(N2CC(c3nc4ccccc4n3C)CC2=O)cc1C (centres undefined)
→ -8	0	10	97	3	-5	1.6	0	1.1	0.9
CCn1c(SCC(=O)c2ccc(NC(C)=O)c(OC)c2)nnc1-c1ccc(NS(C)(=O)=O)cc1
→ -5	21	12	95	-10	10	1.2	-20	1.1	0.9
COc1ccc(OCCCC(=O)NCc2ccco2)cc1
→ -6	3	8	99	-15	-2	1.2	-3	1.1	0.9
CCn1c(O)c(N=NC(=O)CNC(=O)c2ccco2)c2ccccc21
→ -1	11	4	94	-9	-9	1	-11	1	1
O=c1[nH]c(-c2ccccc2O)nc2c1CCCC2
→ -5	15	21	104	1	-1	1.2	-15	1	0.8
CCOc1ccc(CN2CCN(CC3=Cc4cccc(OC)c4OC3)CC2CCO)cc1 (centres undefined)
→ 4	-4	x	97	5	1	0.94	4	1	x
CCCCn1c(N)c(N(CCC(C)C)C(=O)COC(=O)c2ccco2)c(=O)[nH]c1=O
→ -7	3	12	98	2	5	1	-3	1.1	0.9
CC(=O)c1ccc(N2CCN(C(=O)c3ccc4nc[nH]c4c3)CC2)cc1
→ 0	4	10	99	9	-3	1.1	-4	1	0.9
O=CN1CCN(C(C(=O)NC2CCCC2)c2ccc(Cl)cc2)CC1 (centres undefined)
→ -5	2	12	106	1	-8	1.2	-2	1.1	0.9
CC(=O)Nc1ccc(NC(=O)C(C)OC(=O)/C=C/c2cn(-c3ccccc3)nc2-c2cccnc2)cc1 (centres undefined)
→ -6	-3	-2	96	-1	-10	1.1	2	1.1	1
CN(C)CCSc1nc(-c2ccccc2)nc2c1CCC2
→ -8	14	3	93	8	3	1.2	-14	1.1	1
Cc1cc(C(F)(F)F)nn1CC(=O)NNC(=S)Nc1cccc(Cl)c1
→ -4	-9	9	92	4	2	1	9	1	0.9
CCOc1ccccc1Nc1cc(C)nc2nnnn12
→ -4	11	-12	104	11	7	1.1	-11	1	1.1
COc1ccc(C(=O)CN2C(=O)NC3(CCCCC3)C2=O)cc1OC
→ -3	0	3	98	3	4	0.95	0	1	1
N=C1CCCN1CC(=O)c1ccc(Br)cc1
→ -7	22	8	123	28	13	1.6	-22	1.1	0.9
CN(C)C(=O)CCc1nc2sc3c(c2c(=O)[nH]1)CCCC3
→ -6	-18	4	99	12	-5	0.91	18	1.1	1
CC(C)OC(=O)NC(C)(C)COC(=O)Nc1cccc(Cl)c1
→ 0	-7	6	104	7	7	1	8	1	0.9
Fc1ccc(NC(=S)NN=C2CCCCCC2)cc1
→ 0	9	9	101	-6	-3	1.4	-9	1	0.9
CC(=O)N(CCCN1CCOCC1)Cc1ccncc1
→ -7	-18	1	105	5	-17	1.3	18	1.1	1
CC(NS(=O)(=O)c1ccc(CCC(=O)NCc2cccnc2)cc1)c1ccccc1 (centres undefined)
→ 0	21	4	96	3	-6	1.1	-21	1	1
NC(=O)c1cccnc1Nc1cccc(F)c1
→ -4	0	11	113	0	-1	1.3	0	1	0.9
CCOC(=O)c1c(NC(NC(C)=O)C(Cl)(Cl)Cl)sc(C(C)=O)c1C (centres undefined)
→ -2	-6	-10	104	8	-17	1.1	6	1	1.1
O=C(N/N=C/c1c[nH]c2ccccc12)C1CC1c1ccccc1 (centres undefined)
→ -4	-17	16	101	-23	2	0.94	17	1	0.8
Nc1ccc(C2(c3ccc(N)cc3)C(=O)Nc3ccccc32)cc1
→ -5	3	5	96	7	8	0.99	-3	1.1	1
Cc1ccc(S(=O)(=O)N2CCCCC2)cc1NC(=O)CSc1ccc2c(c1)OCCO2
→ -2	1	22	104	-7	0	0.84	-1	1	0.8
CCOC(=O)CCC(=O)NCc1ccc2[nH]c(C)cc2c1
→ -8	4	5	99	7	2	1.1	-4	1.1	1
CCS(=O)(=O)NC(C)C(c1cccs1)N1CCN(c2ccc(F)cc2)CC1 (centres undefined)
→ -7	12	-2	93	-7	-3	0.87	-12	1.1	1
CCCc1nc(SCc2cccnc2)c2c(=O)n(C)c(=O)n(C)c2n1
→ 0	-7	10	95	-1	-7	0.78	7	1	0.9
CCOc1ccccc1N(C(=O)c1ccccc1Cl)C1=NC(C)(C)CS1
→ -6	20	8	92	8	6	0.85	-20	1.1	0.9
COc1cccc(C(=O)CN2CCN(S(=O)(=O)c3cccc([N+](=O)[O-])c3)CC2)c1
→ -1	-3	-1	97	-10	2	0.95	3	1	1
Cc1ccc(S(=O)(=O)N(C)CC(=O)O/N=C(\N)c2cccc([N+](=O)[O-])c2)cc1
→ -2	0	-4	104	3	2	1.1	0	1	1
O=C(O)CCCNS(=O)(=O)Cc1ccccc1
→ -2	-8	11	115	4	-12	1.5	8	1	0.9
COc1ccc(C(=O)NCc2c(CC(C)C)oc(C)c2C(=O)O)cc1
→ -4	33	13	94	-9	4	1.1	-33	1	0.9
CC(=O)c1sc(-c2ccccc2)nc1C
→ 2	24	-15	108	10	-3	1.1	-24	1	1.1
O=C(CN1CCCCCCC1)N/N=C/c1ccc(F)c(F)c1
→ -8	14	4	101	1	2	1.1	-14	1.1	1
CCC(=O)Nc1cc(C)c(NC(=O)C23CC4CC(CC(C4)C2)C3)cn1
→ 0	8	11	108	6	7	1.1	-8	1	0.9
COc1ccc2nc(NC(=S)N(C)C)sc2c1
→ 30	48	5	171*	4	11	11*	-48	0.7	0.9
C/C(=N\NC(=O)CC(C)C)c1ccc(Cl)c(Cl)c1
→ -3	28	13	109	4	-5	1.3	-28	1	0.9
CCOc1ccccc1Cn1c(=O)oc2ccc(C)cc21
→ -4	-6	23	99	4	-4	1.1	6	1	0.8
CCOc1ccccc1NC=C1C(=O)OC(C)(C)OC1=O
→ 1	11	-12	101	11	-1	1.1	-11	1	1.1

Remaining list, next part.
Every second line gives: FLuc inh counter	APP 5'UTR act	Diaphorase inh	STAT1 activator	G6PDH CS	TLR4-MyD88 BLA	NF-kB expr up	APP 5UTR inh	FLuc act counter	Diaph act CS
CC(C)Oc1c(Br)cc(Br)cc1/C=N/NC(N)=S
→ 1	2	-1	96	10	-17	1.1	-2	1	1
COc1cc(OC)c(C2N(c3cc(C)on3)C(=O)C3CCCN32)cc1OC (centres undefined)
→ -5	14	15	101	8	-15	1.1	-14	1.1	0.8
COc1cc(N=c2ssnc2Cl)cc(OC)c1
→ -1	-3	27	100	22	-26	1.2	3	1	0.7
COC(=O)c1ccc(/C=C/c2ccc3cccc(OC(C)=O)c3n2)cc1
→ 43	120	3	101	-21	-8	3.7*	-120	0.6	1
CCCCC(=O)Nc1ccnc(-c2cccnc2)n1
→ -4	-2	-16	95	3	-9	1.1	2	1	1.2
Cc1ccc(Oc2ncccc2/C=N/OCc2ccc(Cl)c(Cl)c2)cc1
→ -3	7	16	114	0	4	1.1	-7	1	0.8
Cc1c(Br)c([N+](=O)[O-])nn1CC(=O)NCc1ccccc1
→ -4	23	-4	97	4	4	1.3	-23	1	1
C/C(=N\Nc1nc(C)cc(=O)[nH]1)C1CC1
→ 4	40	23	98	-10	-1	1	-40	1	0.8

Ordered by SMILES length (highest first): part of the list above
Every second line gives: FLuc inh counter	APP 5'UTR act	Diaphorase inh	STAT1 activator	G6PDH CS	TLR4-MyD88 BLA	NF-kB expr up	APP 5UTR inh	FLuc act counter	Diaph act CS
COc1cc(OC)c(C2N(c3cc(C)on3)C(=O)C3CCCN32)cc1OC (centres undefined)
→ -5	14	15	101	8	-15	1.1	-14	1.1	0.8
COC(=O)c1ccc(/C=C/c2ccc3cccc(OC(C)=O)c3n2)cc1
→ 43	120	3	101	-21	-8	3.7*	-120	0.6	1
C/C(=N\Nc1nc(C)cc(=O)[nH]1)C1CC1
→ 4	40	23	98	-10	-1	1	-40	1	0.8
CCCCC(=O)Nc1ccnc(-c2cccnc2)n1
→ -4	-2	-16	95	3	-9	1.1	2	1	1.2

This is a random part of the collection; 5.6% or so of the library scored in one or more.
